Compound activity: PubChem BioAssay, several laboratories
WT yeast gro inh: growth inhibition of WT yeast, mitochondrial fusion screen; mitochondrial fusion phenotypic screen, WT strain; inhibition, % at 10 µM; AID 1362; actives 2.1% (n = 190,000); in the data active means inhibition above about 58%; tested in S. cerevisiae
SV40 large T antigen: TAg ATPase/helicase activity blockers – biochemical (AID 1903); SV40 large T antigen ATPase/helicase inhibition assay; higher % means a stronger effect; one-dose inhibition, % at 20 µM; IC50 in µM for titrated hits; actives 0.39% (n = 310,000); in the data active means a potency from the dose series; inconclusive means inhibition mostly from about 32% at the one dose, without a potency; inactive means the rest, 99 in 100 with inhibition below about 32%; further: strong numbers were not always called active
NS5 inhibitors: flavivirus cap methylation enzyme inhibition – biochemical, confirmation dose response, primary screen (AID 588689). Dengue-2 NS5 methyltransferase capping enzyme assay, biochemical; higher % means a stronger effect. inhibition, % at 25 µM, or IC50 in µM where a hit was titrated. actives 0.3% (n = 340,000); in the data active means a potency from the dose series; inconclusive means inhibition above about 29% without an active follow-up result
Yfh1-depleted yeast: mitochondrial function rescue without frataxin homolog – Friedreich's ataxia, plus single-dose screen, dose response (AID 1465) | S. cerevisiae Yfh1-off respiration, WST-1 reduction, 72 h; higher fold induction means a stronger effect | fold induction at 50 µM, or EC50 in µM where a hit was titrated | actives 0.074% (n = 220,000);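 active means fold induction of absorbance versus untreated yeast above a set limit, then at least 30% activation at any dose in follow-up; inconclusive means repeats straddling the limit, or above it without dose testing; inactive means fold induction below the set limit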;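 further: activators that raise dye reduction in frataxin-depleted yeast; strong numbers were not always called active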
West Nile antiviral: inhibition of WNV-induced cytopathic effect – cell-based, CPE readout (AID 1621). West Nile virus-infected cells, CPE inhibition; higher % means a stronger effect. CPE inhibition, % at 10 µM, or IC50 in µM where a hit was titrated. actives 0.02% (n = 290,000); in the data active means a potency from the dose series; inconclusive means CPE inhibition mostly from about 3.7% at the one dose, without a potency; inactive means the rest, 99 in 100 with CPE inhibition below about 2.2%; further: strong numbers were not always called active
XIAP displacement: small molecules displacing peptide from XIAP – biochemical, IAP family, fluorescence polarization (AID 1018); XIAP BIR domain, fluorescence polarization peptide displacement; higher % means a stronger effect; displacement, % at 20 µM, or IC50 in µM where a hit was titrated; actives 0.007% (n = 200,000); in the data active means displacement above about 50%; further: a part of the inactive calls stands beside numbers as strong as those of hits
RSV antiviral HEp-2: inhibition of RSV-induced cytopathic effect – HEp-2 cells, primary 10 µM value included (AID 2391) | HEp-2 cells, RSV-induced CPE inhibition; higher % means a stronger effect | CPE inhibition, % at 10 µM, or IC50 in µM where a hit was titrated | actives 0.13% (n = 310,000); in the data active means a potency from the dose series; inconclusive means CPE inhibition mostly from about 23% at the one dose, without a potency; inactive means the rest, 99 in 100 with CPE inhibition below about 21%; further: strong numbers were not always called active
K1F lysis inhibition: protection from phage-mediated lysis, alamar blue read-out – E. coli UTI89, K1F phage, bacterial capsule biogenesis inhibitors (AID 488966) | E. coli UTI89 K1F phage lysis, alamar blue, 2 h; higher % means a stronger effect | inhibition, % at 100 µM, or IC50 in µM where a hit was titrated | actives 0.02% (n = 340,000);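 active means phage lysis inhibition, versus mean bacterial control, above a set limit; inconclusive means no clear call, values can overlap the other calls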;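 further: capsule biogenesis inhibitors block K1F phage lysis so surviving cells raise fluorescence; higher fluorescence means more inhibition of phage lysis; actives were called in the ten point dose series up to 300 µM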
ER stress rescue: protection against thapsigargin-triggered cell killing – 384-well, CSM14.1, ATP luminescence, primary screen (AID 1222); CSM14.1 thapsigargin-induced death rescue, ATP luminescence; higher % means a stronger effect; cellular ATP content (survival), % at 20 µM; hits with a dose series show EC50 in µM; 190,000 tested, under 10 active;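 active means EC50 below 50 µM in the dose-response confirmation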;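 further: death triggered by thapsigargin at about 15 µM added after 2 h compound pretreatment; cell ATP read after overnight thapsigargin exposure of roughly 18 to 22 hours; normalized against plate controls of thapsigargin alone and 5% DMSO vehicle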
WT yeast gro inh mutant strain: also measured in WT yeast gro inh; calls as there; inhibition, %; mitochondrial fusion phenotypic screen, mutant strain inhibition
NS5 inhibitors pilot replicate: recorded beside NS5 inhibitors, whose call it bears; inhibition, %; measured here: pilot screen replicate inhibition
Active calls of the source: *; i = inactive; ? = inconclusive; . = not tested or not shown; [ ] = dose if it differs, or a comment. The order is random; 2.2% or so of the library scored in one or more.

SMILES | WT yeast gro inh | WT yeast gro inh mutant strain | SV40 large T antigen | NS5 inhibitors | Yfh1-depleted yeast | West Nile antiviral | XIAP displacement | RSV antiviral HEp-2 | K1F lysis inhibition | ER stress rescue | others
O=c1oc2cc(Br)ccc2n1CSC1=NCCS1 | 11.6 | 10.6 | 1.5% | . | i | ? | -2.3% | 1.9% | -0.2% | 0.2%
CC(C)CNC(=O)COC(=O)c1ccccc1OCC(=O)Nc1ccc(Br)cc1 | -2.7 | -17.4 | 6.1% | -2.9% | i | -0.7% | -6.5% | 3.4% | 5.3% | -2.0%
Cc1nnc(NC(=O)CSc2nccn2-c2ccc(F)cc2)s1 | 8.8 | -6.8 | -4.3% | -13.0% | i | 0.0% | -8.0% | 1.3% | 1.6% | 1.9%
COc1ccc(C(=O)COC(=O)C2CC3CCCC(C2)C3=O)cc1Br (stereo unspecified) | . | . | 16.6% | 3.6% | . | . | . | -0.8% | 0.4%[50 µM] | .
O=C(COC(=O)c1cccc(C(F)(F)F)c1)NCc1ccc(Cl)cc1 | 1.1 | -8.2 | 2.1% | -3.2% | i | -0.1% | 0.1% | 1.2% | -0.2% | 1.7%
CCOc1ccc(-c2cc(NC(=O)c3c(F)cccc3F)c(C(=O)O)s2)cc1 | . | . | 5.0% | 8.1% | . | -0.1% | . | 21.9% | ? | .
COCc1nc2ccccc2n1CCCOc1ccccc1 | 13.2 | 17.1 | -0.1% | -6.0% | i | -0.5% | -6.2% | 3.9% | 0.5% | -1.7%
CCOc1cc(/C=N/Nc2ncc(C)c(=O)[nH]2)ccc1O | . | . | 37.8% | 0.0% | . | 0.7% | . | -0.5% | 0.1% | .
CN(Cc1c(C(=O)N/N=C/c2ccccc2F)nnn1-c1nonc1N)c1ccccc1 | . | . | 24.6% | -3.5% | . | 0.1% | . | 1.6% | 0.2% | .
COc1ccc(/C=N/NC(=O)CCNc2n[nH]c(=O)[nH]c2=O)c(OC)c1 | -16.9 | 12.3 | 11.8% | -2.5% | i | 0.1% | -9.9% | -1.2% | 1.5% | -1.8%
Cc1ccc(C)c(CNS(=O)(=O)c2c(C(=O)N3CCCC3)c(C)n(C)c2C)c1 | . | . | 8.7% | 5.3% | . | 0.7% | . | -0.2% | 0.1% | .
O=C(C1CC1)N1N=C(C2CCCCC2)CC1(O)C(F)(F)F (stereo unspecified) | 11.3 | 8.0 | 10.8% | -5.7% | i | 0.3% | -0.6% | -0.6% | -2.2% | -0.1%
COc1cc(C)ccc1OCc1cc(C(=O)N(Cc2c(C)nn(C)c2C)C2CC2)no1 | . | . | 10.0% | -9.8% | . | -0.9% | . | 5.5% | 0.0% | .
O=C(NC1CCN(Cc2cccc([N+](=O)[O-])c2)CC1)c1ccccc1 | . | . | 0.8% | -9.4% | . | -0.7% | . | -0.3% | 0.1% | .
N#CC1(NC(=O)COC(=O)c2ccc(Cl)nc2)CCCCC1 | . | . | -6.6% | -8.8% | . | . | . | 0.6% | 0.2%[50 µM] | .
Cc1ccc2c(c1)C(=O)C(=O)N2CC(=O)Nc1ccc(N2CCOCC2)cc1 | -3.7 | -2.5 | 26.9% | -5.3% | i | 0.3% | 3.5% | 1.3% | 1.4% | -2.9%
Cc1ccc(C)c(S(=O)(=O)N2CCN(C(=O)c3ccc(-n4cncn4)c([N+](=O)[O-])c3)CC2)c1 | . | . | 17.0% | -2.2% | . | . | . | 0.9% | 0.3%[50 µM] | .
Cc1cc(OC(=O)c2ccc(S(=O)(=O)N(C)C)cc2)c([N+](=O)[O-])c(=O)[nH]1 | 9.2 | -22.4 | 0.2% | -2.7% | i | -0.6% | -5.6% | -0.4% | 0.0% | 0.2%
O=C(O)c1cccc(NS(=O)(=O)c2cc(S(=O)(=O)c3ccc(Cl)cc3)ccc2Cl)c1 | . | . | 7.1% | 0.0% | . | -0.5% | . | 0.8% | -0.2% | .
Cc1cc(=O)[nH]c(SCc2nc3ccccc3s2)n1 | 13.4 | 31.2 | 6.2% | -3.4% | i | 0.4% | -2.9% | 1.0% | -0.1% | 2.2%
CC(C)(C)[C@H]1C=C(C(=O)N2CCN(Cc3ccccc3)CC2)O[C@@H](OCc2ccc(CO)cc2)C1 | 72.2* | 13.2* | -0.3% | 2.8% | i | -0.8% | -3.9% | -0.8% | -0.1% | 4.3%
O=C(OCC(=O)N1CCN(c2ccccc2)CC1)c1cccs1 | . | . | 3.9% | -0.7% | . | . | . | -0.1% | 1.6%[50 µM] | .
CSC(SC)=C(C#N)C(=O)c1ccccc1 | . | . | ? | 84.6µM* | i | 0.6% | . | . | -1.2% | .
O=C(Cc1cn2ccsc2n1)Nc1cccc2cnccc12 | -20.5 | -11.9 | 10.2% | 1.1% | i | 0.0% | -2.2% | 0.9% | 1.6% | -1.9%
Cc1ccc2cc3cc(C(=O)NCc4ccco4)oc3nc2c1 | 1.2 | -4.2 | 4.8% | -4.0% | i | -0.5% | -1.7% | -0.8% | -0.2% | 2.6%

Brought forward from above: two compounds; new compounds follow.
SMILES | WT yeast gro inh | WT yeast gro inh mutant strain | SV40 large T antigen | NS5 inhibitors | Yfh1-depleted yeast | West Nile antiviral | XIAP displacement | RSV antiviral HEp-2 | K1F lysis inhibition | ER stress rescue | others
O=C(Cc1cn2ccsc2n1)Nc1cccc2cnccc12 | -20.5 | -11.9 | 10.2% | 1.1% | i | 0.0% | -2.2% | 0.9% | 1.6% | -1.9%
Cc1ccc2cc3cc(C(=O)NCc4ccco4)oc3nc2c1 | 1.2 | -4.2 | 4.8% | -4.0% | i | -0.5% | -1.7% | -0.8% | -0.2% | 2.6%
O=C(C1=C[C@H](c2coc3ccccc3c2=O)C[C@H](OCc2ccc(CO)cc2)O1)N1CCOCC1 | 8.2 | -2.7 | 5.0% | -3.6% | i | 0.1% | -4.9% | -2.1% | 3.2% | -1.0%
Clc1ccc(-c2nnc(SCc3nc4ccccc4s3)o2)cc1 | -0.1 | 15.2 | 7.4% | -2.7% | i | 0.0% | -5.8% | 5.7% | 0.2% | -1.7%
CCOC(=O)CCCNC(=O)CN1C(=O)NC2(CCCCCC2)C1=O | -4.5 | 2.6 | 1.4% | -13.7% | i | 0.1% | -6.4% | 1.7% | -7.2% | -0.8%
Cc1ccc2c(C)c(C(=O)Nc3c(C)n(C)n(-c4ccccc4)c3=O)oc2c1C | -14.4 | -11.0 | 12.1% | -5.1% | i | -0.3% | -2.8% | 9.7% | 1.0%[50 µM] | -0.2%
COc1ccc(CN2CCCC(CO)(Cc3ccc(F)cc3F)C2)cc1 (stereo unspecified) | . | . | 9.2% | 8.5% | . | -0.6% | . | -0.8% | -2.0% | .
CCOc1nc(Nc2ccc(OC)c(Cl)c2)nc(N2CCN(c3ccc(OC)cc3)CC2)n1 | 34.8 | 26.7 | 2.4% | -1.4% | i | 1.8% | 1.2% | 6.7% | 0.1% | 0.1%
COc1ccccc1NC(=S)N1C2CCC1CC(NC(=O)NC13CC4CC(CC(C4)C1)C3)C2 (stereo unspecified) | -1.4 | 3.3 | -6.0% | -4.5% | i | -0.8% | -2.1% | 0.3% | 4.6% | -1.2%
CC1CCCC(C)N1C(=O)COC(=O)Cn1cnc2c1c(=O)n(C)c(=O)n2C (stereo unspecified) | . | . | 13.6% | -3.6% | . | . | . | -0.5% | 1.4%[50 µM] | .
CCOC(=O)c1c(C)c(C(=O)NC(C)COC)c(C)n1CC (stereo unspecified) | -6.8 | -14.2 | -4.6% | 0.8% | i | -0.4% | -5.4% | 0.7% | 5.3% | -3.1%
COc1ccccc1CNS(=O)(=O)c1c(C(=O)N2CCCC2)c(C)n(C)c1C | . | . | 6.4% | -4.6% | . | 1.7% | . | 1.2% | -0.1% | .
O=C(NCc1ccco1)/C(=C\c1cccs1)NC(=O)c1ccsc1 | -9.3 | -20.8 | 2.0% | -7.2% | i | -0.8% | -4.6% | 1.4% | 1.6% | -0.5%
Cc1[nH]c2c(C)cccc2c(=O)c1CN1CCCCCC1 | . | . | 8.4% | -2.6% | . | -0.5% | . | -0.2% | 0.5% | .
COc1cc(/C=C/C(=O)N2CCN(Cc3ccccc3)CC2)cc(OC)c1OC | . | . | -1.0% | -1.3% | . | -0.7% | . | 1.5% | -0.1% | .
Cc1ccnc(NC(=O)c2cc(-n3cnnc3)ccc2Cl)c1 | -1.7 | 3.5 | 5.2% | -4.8% | i | 0.8% | 2.0% | 2.4% | 1.0% | 3.0% | NS5 inhibitors pilot replicate=-1.7
COc1cc(C(=O)OCCCOC(=O)c2cc(OC)c(OC)c(OC)c2)cc(OC)c1OC | . | . | 15.3% | -0.7% | . | -0.3% | . | 2.6% | -0.2% | .
COc1cccc(C2c3c(oc4ccccc4c3=O)C(=O)N2c2ccccn2)c1 (stereo unspecified) | 6.8 | 1.7 | 4.8% | 0.7% | i | -0.2% | 0.2% | 3.9% | 3.9% | 1.1%
COc1cc(CNCCCN2CCOCC2)c(Br)cc1OC(C)C | . | . | 13.8% | . | . | -0.9% | . | -1.0% | 0.6% | .
O=C(CCC1COc2ccccc2O1)Nc1ccccn1 (stereo unspecified) | 3.3 | 18.7 | 2.9% | -8.1% | i | 0.1% | 1.2% | 1.6% | 0.4%[50 µM] | .
COc1ccc(N2CCN(C(=S)Nc3cccc(C)c3C)CC2)cc1 | 18.7 | 5.8 | 9.2% | -1.4% | i | -0.4% | 3.3% | 0.0% | 1.1% | -1.7%
O=C(Cc1ncc(C(F)(F)F)cc1Cl)Nc1cccc(Br)c1 | 7.3 | -14.2 | 5.6% | -5.5% | i | -1.0% | 16.9% | 2.9% | 1.7% | -0.2%
Cc1ccc(Cn2ccc(=O)c(Cc3c(Cl)cccc3Cl)c2C)cc1 | 31.4 | -4.3 | ? | -0.5% | i | -0.6% | -7.4% | 0.4% | 0.1% | 2.1%
COc1ccc(Br)cc1CN(C)CC(=O)NCCc1ccccc1 | 0.5 | 2.3 | 3.6% | 3.8% | i | -0.3% | -4.4% | 0.7% | 0.3% | 1.9%
CCn1cc(C2=NC(C)(C)CO2)c2ccccc21 | 8.8 | 14.3 | 8.8% | -4.0% | i | -0.1% | -0.3% | . | 7.9% | -1.0%
Cc1ccc(N2CC(C(=O)Nc3ccc(S(=O)(=O)Nc4nccs4)cc3)CC2=O)cc1 (stereo unspecified) | 1.8 | 6.8 | 8.6% | -4.4% | i | -0.4% | -7.8% | -0.7% | 1.6% | 9.3%
COc1ccccc1N1CCN(S(=O)(=O)c2cc(Br)cnc2N)CC1 | . | . | 6.5% | -5.4% | . | -0.6% | . | 1.7% | 1.4% | .
CCc1nn(C(C)C(=O)N2CCN(c3ccccc3)CC2)c(=O)c2cc3occc3n12 (stereo unspecified) | . | . | -2.4% | -6.2% | . | -0.1% | . | 40.4% | -0.2% | .
